E-selectin induc: E-selectin induction on HUVECs; P16581; actives 0.37% (n = 260,000); HUVEC E-selectin immunofluorescence imaging; normalized: neutral wells 0, TNF-alpha wells 100; activation, % at 7.58 µM;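 active means mean E-selectin-positive cell signal at least 10% of the positive control, reached in at least 60% of replicates, without over 20% cell loss; inconclusive means no rule given, readout overlaps actives, possibly toxicity-flagged; inactive means the rest, including those meeting only one limit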;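 further: in these data hits start at about 27%; measured in HUVEC primary endothelial cells; signal is the percent of cells scored E-selectin positive by PE staining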
Target sequence (P16581 whole entry, looked up): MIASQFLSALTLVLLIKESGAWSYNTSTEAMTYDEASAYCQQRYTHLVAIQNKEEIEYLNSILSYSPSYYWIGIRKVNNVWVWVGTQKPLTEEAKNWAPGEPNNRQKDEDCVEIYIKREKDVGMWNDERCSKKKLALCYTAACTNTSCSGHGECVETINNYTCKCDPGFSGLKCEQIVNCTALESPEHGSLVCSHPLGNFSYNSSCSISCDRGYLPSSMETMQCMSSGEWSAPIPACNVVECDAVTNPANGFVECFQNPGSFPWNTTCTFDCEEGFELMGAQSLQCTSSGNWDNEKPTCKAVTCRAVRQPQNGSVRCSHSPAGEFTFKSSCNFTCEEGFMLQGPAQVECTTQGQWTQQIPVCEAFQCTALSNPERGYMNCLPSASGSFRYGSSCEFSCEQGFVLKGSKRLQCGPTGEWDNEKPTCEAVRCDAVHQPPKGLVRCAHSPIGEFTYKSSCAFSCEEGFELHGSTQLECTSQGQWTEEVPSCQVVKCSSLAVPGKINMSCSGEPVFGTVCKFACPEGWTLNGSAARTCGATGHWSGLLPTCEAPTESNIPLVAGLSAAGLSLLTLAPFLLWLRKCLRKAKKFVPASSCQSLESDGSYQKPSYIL
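Test system – human umbilical vein endothelial cells (HUVEC), E-selectin induction · Input – 3,000 HUVEC seeded per well · Buffer or medium – EGM-2, gelatin · Compound dosing – single-point compound dose · Detection – immunofluorescence imaging · Measure – percent E-selectin-positive cells · Controls – TNF-alpha high, DMSO low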
RAD52 anneal inh: blocks human RAD52 DNA annealing | actives 0.46% (n = 360,000) | P43351 | recombinant RAD52 DNA annealing, FRET fluorescence | inhibition, % at 18.7 µM;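 active means every replicate showing at least 50% inhibition; inconclusive means mean inhibition at least 50% but not in every replicate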
RAD54 branch: blocks human RAD54 Holliday junction branch migration; Q92698; FAM/BHQ fluorescence; inhibition, % at 10.4 µM; actives 0.14% (n = 360,000);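 active means mean normalized replicate activity at least 40 and at least half of replicates scoring 40 or more; inconclusive means only one of the two criteria met; inactive means mean below 40 and under half of replicates reaching 40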;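 further: 0% = median of neutral control wells and 100% = median of positive control wells; inhibitors cause a drop in the FAM fluorescence signal; in these data hits start at about 50%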
CASP6 VEID inh: inhibitors of human caspase-6; P55212; purified caspase-6, Z-VEID-R110 cleavage fluorescence; inhibition, % at 12.5 µM; actives 0.53% (n = 350,000); AID 686996;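 active means mean inhibition across replicates at least about 35%, with every replicate also reaching that limit, limit read from the data; inconclusive means only one of the two criteria met; inactive means neither criterion met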;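 further: 0% = median of neutral control wells and 100% = no fluorescence left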
Target sequence (P55212 24-179 limits assumed): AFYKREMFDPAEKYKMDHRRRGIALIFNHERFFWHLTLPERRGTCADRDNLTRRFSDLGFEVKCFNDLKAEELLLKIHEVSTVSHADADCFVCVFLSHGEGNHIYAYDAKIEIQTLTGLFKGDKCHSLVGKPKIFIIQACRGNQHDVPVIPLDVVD
Target sequence (P55212 194-293 limits assumed): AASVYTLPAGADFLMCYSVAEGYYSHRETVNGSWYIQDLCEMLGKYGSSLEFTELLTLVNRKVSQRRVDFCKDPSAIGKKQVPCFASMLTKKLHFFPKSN
F508del corr: CFTR F508del correction in bronchial cells; AID 720511; activity (quench increase), % at 7.58 µM; CFBE cells, YFP halide quenching; stimulated with forskolin plus potentiator P3; % fluorescence drop versus neutral controls; actives 0.36% (n = 350,000);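 active means mean added fluorescence quench of at least 8% versus neutral control, with both replicates also reaching 8%; inconclusive means only one of the mean or replicate conditions met; inactive means mean below 8% and not both replicates reaching 8%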;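 further: cells transiently co-express mutant CFTR-F508del with the halide-sensitive YFP; corrector assay measuring rescue of mutant channel to the surface after 24 h compound exposure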
INS-1E GSIS act: primary screen for activators of insulin secretion dependent on glucose, INS-1E cells, GLuc reporter luminescence; INS-1E GLuc reporter insulin secretion, 2-3 h; activation, % at 16.6 µM; actives 0.61% (n = 370,000); AID 743287;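 active means lowest replicate activation of at least 40%, so every replicate reaches that level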;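 further: 0% = median of neutral control wells and 100% = median of IBMX positive control wells; some compounds called inactive have numbers as strong as hits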
DENV2 CPE: DENV2-induced cell death inhibition | DENV2-infected cells, cytopathic effect rescue, plate reader | CPE inhibition, % at 9.99 µM | actives 1.7% (n = 350,000); in the data active means CPE inhibition above about 20%, passing the limit was not always enough; inconclusive means no clear call, values can overlap the other calls; tested in BHK-21 cells;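 further: 0% = median of neutral control wells and 100% = median of positive control wells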
Xi reactivation: X-chromosome reactivation activator; activation, % at 7.58 µM; AID 743238; XiGFP mouse fibroblasts, % GFP-positive cells imaging, 3 d; cells co-treated with 5-aza-dC sensitizer; scaled so ellipticine positive control = 100%; actives 0.055% (n = 360,000);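 active means mean normalized replicate activation at least 10% and every replicate at or above 10%; inconclusive means only one of the two criteria met; inactive means mean below 10% and not all replicates reach 10%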;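 further: 0% = median of on-plate neutral control wells and 100% = ellipticine 6 µM median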
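Schedule: 3 d treatment, 15 min room-temperature fixation; system: 68-5-11 XiGFP fibroblast line; buffer or medium: DMEM plus 5-aza-dC sensitizer; control set: ellipticine 6 µM positive control; compound: one concentration, pinned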
Numbers without * were called inactive; ? = inconclusive; / = no result given; & = joins results of further samples.

SMILES | E-selectin induc | RAD52 anneal inh | RAD54 branch | CASP6 VEID inh | F508del corr | INS-1E GSIS act | DENV2 CPE | Xi reactivation
O=C(c1ccc(Cl)cc1)C1CCCN(C(=O)c2csnn2)C1 (configuration not stated) | / | -11 | / | 2 | -3.3 | 4 | 1 | 0.0
CCN(C)C1CN(Cc2cn(Cc3ccc(C)cc3)nn2)S(=O)(=O)C1 (configuration not stated) | 0.1 | -6 | / | -2 | -2.6 | -9 | -7 | 0.3
Cc1ccc(C(=O)N2CCCC(C(=O)c3ccc(Cl)cc3C)C2)cn1 (configuration not stated) | / | -1 | 3 | 0 | -0.8 | 6 | 5 | 0.0
CCCC[C@H]1COCCS(=O)(=O)N1Cc1ccc(F)cc1 | 0.0 | -11 | -11 | -2 | -0.4 | -18 | -6 | 0.0
Cc1ccc(S(=O)(=O)N2CCC(C(=O)Nc3ccc(S(=O)(=O)N4CCCC4)cc3)CC2)cc1C | -0.3 | -8 | -1 | 1 | 5.9 | 9 | ? | 0.0
Cn1cnc(CCNC(=O)[C@H]2[C@H](CO)[C@H]3Cn4c(cccc4=O)[C@@H]2N3C(=O)Nc2ccccc2)c1 | -0.6 | -6 | -11 | 0 | 2.4 | 0 | -8 | 0.1
Nc1nc2c(s1)CCc1ccccc1-2 | 0.2 | -6 | -3 | 9 | 0.2 | -7 | 1 | 0.0
CCNC(=O)[C@@H]1[C@@H](CO)[C@@H]2Cn3c(ccc(-c4ccccc4F)c3=O)[C@@H]2N1C(C)=O | -0.3 | -8 | -9 | 1 | 0.6 | 1 | 13 | 0.3
CCc1cc(Cl)c(OC)c(C(=O)NC[C@@H]2CCCN2CC)c1O | 0.0&0.3 | -1&0 | -4&11 | 3&-5 | -15&-5.1 | / | 0&0 | 0.6&0.0
C[C@@H]1CCCCO[C@@H](CN(C)C(=O)Nc2ccc(F)cc2)[C@H](C)CN([C@@H](C)CO)C(=O)c2cc(NS(C)(=O)=O)ccc2O1 | 0.0 | -8 | 4 | 4 | -0.1 | -5 | -7 | -0.8
CC(=O)Nc1nc2c(s1)CCc1ccccc1-2 | / | 2 | 9 | -7 | 0.9 | -1 | -6 | 0.0
Nc1ccc(Cl)cc1C(=O)OCC(=O)NC1CCS(=O)(=O)C1 (configuration not stated) | 6.6 | -18 | -2 | 1 | 1.2 | 6 | 2 | 0.0
CC1Oc2ccccc2N(CC(=O)N2CCCC2)C1=O (configuration not stated) | 0.1 | -14 | -7 | -1 | -2.1 | 7 | 16 | 0.0
CCOc1ccccc1CNc1ccc(N2CCOCC2)c(C(=O)O)c1 | / | -9 | 0 | 2 | -0.6 | 6 | / | /
OCC1(Cc2ccccc2Cl)CCN(C/C=C/c2ccccc2)CC1 | 0.2 | -18 | -9 | 3 | 1.0 | -70 | 7 | -0.3
COc1ccc2c(c1)C(SCC(=O)NCCc1ccccc1)CC(C)(C)O2 (configuration not stated) | 0.2 | -15 | -5 | 1 | -3.1 | -38 | -1 | 0.5
COc1ccc2[nH]c(=O)c(CN(C)C(=O)c3cccs3)cc2c1 | -0.1 | -16 | -5 | 2 | 2.0 | 1 | 3 | 0.3
Cc1ccc(OCC(=O)N2CCC(Cc3ccccc3)CC2)c([N+](=O)[O-])n1 | / | 3 | -3 | 0 | -1.8 | -39 | -5 | 0.2
Cc1ccc2nc(N/N=C/c3ccccc3C#N)nc(-c3ccccc3)c2c1 | / | -24 | 10 | 0 | -2.0 | 48* | / | /
C[C@H](CO)N1C[C@H](C)[C@H](CN(C)Cc2ccccn2)Oc2ncc(C#Cc3cccc(F)c3)cc2C1=O | -0.3 | -6 | 13 | -1 | 4.6 | -1 | 15 | -0.9
COc1ccc2nc(SCC(=O)NC3CCCC3)c(C)cc2c1 | / | -3 | 17 | -2 | -0.2 | 29 | -2 | 0.3
CS(=O)(=O)c1ccc2nc(NC(=O)CS(=O)(=O)Cc3ccccc3)sc2c1 | / | -7 | / | 7 | -4.9 | -5 | -1 | -0.1
COc1ccc(/C=C2\SC(=N)N(c3ccc(F)cc3)C2=O)cc1OC | / | -20 | / | 0 | / | 30 | -2 | 0.1
N=c1oc2ccccc2cc1C(=O)NCc1ccccc1 | 0.0 | -4 | -4 | 4 | 2.3 | 1 | 2 | 0.2
Cc1ccc(-c2cnc(NCc3cc4c(cc3[N+](=O)[O-])OCO4)n2C)cc1C | / | -5 | / | 1 | -0.5 | 2 | 5 | 0.0
CCS(=O)(=O)N1CC2(C1)[C@@H](c1ccccc1)[C@H](CO)N2C(=O)C1CCCC1 | 0.0 | -2 | / | 2 | 3.0 | -1 | 4 | 0.1
CCCN(CCC)Cc1c(C(=O)N/N=C/C(C)=C\c2ccco2)nnn1-c1nonc1N | / | -28 | -4 | -5 | -0.5 | -1 | 2 | 0.4
COCC(=O)N1CC2(C1)[C@H](c1ccccc1)[C@H](CO)N2C(=O)c1cccnc1 | 0.1 | -9 | / | 3 | 0.7 | 17 | -4 | 0.0
COc1ccc(S(=O)(=O)N2CCCCC2)cc1NC(=O)CCNC(=O)c1ccc(Br)cc1 | -0.1 | -3 | 7 | 0 | -0.2 | 8 | ? | 0.4
C=CCn1c(=O)c2ccccc2n2c(SCC(=O)/C(C#N)=C(\C)N)nnc12 | 0.1 | -9 | 8 | 1 | 5.0 | 27 | -5 | 0.1
CCC(=O)Nc1ccc(NC(=O)c2ccco2)cc1 | / | 5 | 0 | 1 | 1.0 | -2 | 1 | /
C/C=C/c1ccc([C@H]2[C@H]3CN(S(=O)(=O)c4cccc(C)c4)CCCCN3[C@H]2CO)cc1 | -0.1 | 17 | -12 | -1 | 0.4 | 9 | 1 | 0.2
Cc1ccc(N=Nc2c(N)nn(-c3ccccc3)c2N)cc1 | / | 9 | / | -1 | / | 11 | 17 | -0.2
O=C(C[C@@H]1CC[C@H](NC(=O)Cc2ccccn2)[C@H](CO)O1)NCCCN1CCOCC1 | 0.4 | -6 | 8 | -1 | -1.3 | 8 | -3 | -0.1
CCCNC(=O)[C@H]1[C@H](CO)[C@H]2Cn3c(ccc(-c4ccccc4)c3=O)[C@@H]1N2C(=O)CC | -0.7 | -8 | / | -1 | -1.9 | 6 | 3 | 0.2
C[C@@H]1CCCCO[C@H](CN(C)Cc2ccccc2)[C@H](C)CN([C@H](C)CO)C(=O)c2cc(NC(=O)c3ccccc3)ccc2O1 | / | / | 2 | / | -1.6 | -19 | -6 | -0.1
Cc1ccc(S(=O)(=O)NC(=O)N(C)C2CCCCC2)cc1 | / | -17 | 3 | 1 | -0.4 | 13 | 3 | 0.1
CCC(=O)Nc1nc(-c2ccccc2)nc(SC)c1C(C)=O | 1.4 | -3 | / | -2 | -4.5 | 1 | / | -0.1
CN(C)C(=O)C[C@H]1CC[C@H]2[C@@H](COc3ccc(NC(=O)C4CCCCC4)cc3C(=O)N2C)O1 | -0.2 | -1 | -4 | 1 | 0.3 | 7 | 4 | 0.1
COC(=O)c1nn(-c2ccc(OC)cc2)c(=O)cc1NN | / | -22 | / | 6 | -1.8 | 1 | 2 | 0.0
COc1ccc(-c2ccc3c(c2)[C@H]2[C@H](CCN2S(=O)(=O)c2ccccc2F)[C@H](CO)N3C)cc1 | -0.3 | 32 | 6 | -2 | 2.3 | -35 | -4 | -0.1
CCc1ccc2c(F)cccc2n1 | -0.2 | -33 | -9 | -2 | -2.4 | -1 | 60* | 1.1
O=C(N/N=C/c1cc(Cl)cc([N+](=O)[O-])c1O)NC12CC3CC(CC(C3)C1)C2 | / | -6 | / | 4 | 1.7 | 11 | -3 | 0.0
CN1CCN(C(=O)C[C@@H]2CC[C@@H]3[C@H](COC[C@@H](O)CN3Cc3ccc(Oc4ccccc4)cc3)O2)CC1 | 0.2 | 9 | 0 | 0 | -6.0 | 12 | -6 | 0.0
O=c1cc(CN2CCN(Cc3ccccc3)CC2)c2ccc(O)cc2o1 | 0.0 | -15 | -3 | -2 | -1.1 | 1 | 5 | 0.3
CCC(=O)N[C@H]1C=C[C@@H](CC(=O)NCCN2CCCCC2)O[C@@H]1CO | 0.2 | 0 | -5 | 2 | -0.1 | 18 | 0 | 0.4
C[C@@H]1CN([C@@H](C)CO)C(=O)c2cc(C3=CCCCC3)cnc2O[C@@H]1CN(C)Cc1ccccn1 | -0.2 | 5 | -4 | 2 | -1.4 | 19 | -3 | -0.2
C/C=C/c1ccc2c(c1)O[C@@H](CN(C)C(=O)CN1CCOCC1)[C@@H](C)CN([C@@H](C)CO)S2(=O)=O | -3.6 | -1 | -6 | 2 | -3.2 | 3 | -13 | -0.2
C[C@H](CO)N1C[C@H](C)[C@H](CN(C)C(=O)NC2CCCCC2)Oc2ccc(N(C)C)cc2C1=O | -2.5 | -12 | -2 | 3 | -0.2 | -1 | -2 | -0.1
CN(C)c1ccc(Cc2cc3c(O)ccc(O)c3cc(Cc3ccc(N(C)C)cc3)c2=O)cc1 | -0.4 | -12 | / | -1 | -8.0 | / | -3 | 0.0
CSc1ccccc1OCc1cc(C(=O)N(C)Cc2cnccn2)no1 | -0.3 | -13 | -8 | -3 | 2.6 | 15 | 3 | 0.3
CN1CCC(N(C)C(=O)c2cc(=O)c3ccccc3o2)CC1 | -0.1 | 4 | / | -4 | -1.1 | 5 | -1 | 0.0
Cc1cc(NS(=O)(=O)c2ccc(NC(=S)NC(=O)c3ccc(Br)cc3)cc2)no1 | 3.2 | -11 | 1 | 4 | / | / | -7 | 0.0
CCOc1ccc(NC(=O)CCNS(=O)(=O)c2ccc3c(c2)CCC(=O)N3)cc1 | -1.2 | -20 | / | 0 | / | -10 | -3 | 0.0
O=C1COC(c2ccccc2O)=NN1CCCl | -0.1 | -11 | -7 | -4 | -1.4 | 8 | 5 | 0.3
COc1ccccc1NC(=O)N[C@H]1CC[C@H](CCn2cc(C3(O)CCCC3)nn2)O[C@H]1CO | -0.1 | 0 | -2 | 4 | -0.7 | 8 | -3 | 0.2
Cc1ccc(N(CC(=O)NC2CCCC2)C(=O)CCC(=O)Nc2ccccn2)cc1C | 0.0 | -14 | 6 | -4 | 0.4 | 9 | 1 | 0.0
CCC(=O)Nc1ccc(NC(=O)CSc2nnc(-c3ccc(O)cc3)n2CC2CCCO2)cc1 (configuration not stated) | -0.2 | -14 | 0 | -1 | -0.5 | -2 | -8 | 0.1
C[C@@H]1CN([C@@H](C)CO)C(=O)Cc2cc(NC(=O)Nc3cccc4ccccc34)ccc2O[C@@H]1CN(C)Cc1ccc2c(c1)OCO2 | / | -2 | -24 | -2 | 3.4 | -28 | -9 | -0.6
CC(CCc1ccccn1)C(=O)c1ccccc1 (configuration not stated) | -1.3 | -27 | -3 | -1 | 0.3 | 26 | -5 | 0.6
O=C(NCCO)N1c2ccccc2Sc2ccccc21 | 0.0 | -17 | -7 | 1 | -1.1 | / | 0 | 0.1
Cc1ccc(NC(=S)NCc2ccc3c(c2)cc(C)n3C)c(C)c1 | / | -67 | / | -15 | 0.8 | 1 | 0 | 0.0

High-throughput results from PubChem BioAssay.

Rows are unselected; any-hit rate near 3.7%.
